High-throughput results as filed in PubChem.
HMGR II inh: E. faecalis class II HMG-CoA reductase inhibition; purified E. faecalis HMGR, NADPH absorbance 340 nm kinetic; inhibition, % at 10 µM; 190,000 compounds, 0.41% hits; AID 1066;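 active = inhibition above a set limit, the median over all tested compounds plus 3 SD, cut at about 9.5% in these data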;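 also: enzyme runs in reverse so mevalonate oxidation gives rising NADPH absorbance; 0% = complete reaction with DMSO and 100% = background rate lacking mevalonate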
RAM inhibit: blocks the yeast RAM network | S. cerevisiae dse1pr::URA3 reporter, 5-FOA growth OD615, 2 d; analog-sensitive cbk1-as2 kinase mutant strain | inhibition, % at 50 µM | 190,000 compounds, 1.8% hits | AID 868;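 active = inhibition above a set limit, 3 SD over mean compound inhibition, cut at about 8.4% in these data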;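 also: 0% = DMSO-only wells with no growth and 100% = 10 µM 1-NA-PP1 full growth; inhibition rescues growth on 5-FOA so higher OD means more RAM inhibition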
PMI act satM6P: PMI (human) activation, high substrate | AID 1216 | activation factor at 20 µM | coupled PMI enzyme assay, resazurin fluorescence, 20 min; active compounds read high; 1 = untreated enzyme, 0 = substrate-free blank | 190,000 compounds, 0.34% hits | P34949;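 active = activation factor of 2 or more at 20 µM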
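Test system: human phosphomannose isomerase with PGI, G6PDH, diaphorase coupling enzymes; Amount: PMI at 15 ng/mL final; Reagent: Mannose-6-phosphate 1.0 mM (near-saturating) plus 0.22 mM NADP+; Timing: 20 min, room temperature; Technique: resorufin fluorescence at Ex 544/Em 590 nm; Dosing: 20 µM single dose.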
S1P3 antag: S1P3 (human) receptor antagonism | CHO S1P3 NFAT-BLA reporter, FRET fluorescence, antagonist mode | inhibition, % at 4.98 µM | 170,000 compounds, 0.27% hits;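 active = inhibition above the plate cutoff, the mean inhibition of test wells on that plate plus 3 SD, cut at about 28% in these data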;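 also: cells challenged with S1P at its EC80 of 0.8 µM; blue over green emission ratio from cleaved BLA substrate after 4 h stimulation; 0% = S1P-stimulated wells and 100% = unstimulated DMSO-only wells; some compounds past the cut are filed as inactive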
Target sequence (Q99500 whole entry, looked up): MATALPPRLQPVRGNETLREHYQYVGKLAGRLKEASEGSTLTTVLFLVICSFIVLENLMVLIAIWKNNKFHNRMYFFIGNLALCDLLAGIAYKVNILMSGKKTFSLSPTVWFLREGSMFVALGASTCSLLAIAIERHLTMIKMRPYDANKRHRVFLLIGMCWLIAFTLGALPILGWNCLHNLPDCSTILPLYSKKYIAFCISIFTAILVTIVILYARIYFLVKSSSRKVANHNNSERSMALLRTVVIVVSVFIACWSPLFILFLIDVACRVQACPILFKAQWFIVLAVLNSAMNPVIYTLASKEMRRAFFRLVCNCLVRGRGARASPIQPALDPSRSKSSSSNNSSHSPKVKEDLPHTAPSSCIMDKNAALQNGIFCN
TNAP inh hi DEA: TNAP (human) inhibition, high acceptor; purified TNAP, CDP-star luminescence, 1 M DEA; inhibition, % at 20 µM; 200,000 compounds, 0.03% hits; AID 1135;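 active = over 50% inhibition of tissue-nonspecific alkaline phosphatase at 20 µM in the single-dose screen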;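 also: plate controls were DMSO wells for no effect and EDTA-quenched wells as full inhibition for full effect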
Target sequence (P05186 whole entry, looked up): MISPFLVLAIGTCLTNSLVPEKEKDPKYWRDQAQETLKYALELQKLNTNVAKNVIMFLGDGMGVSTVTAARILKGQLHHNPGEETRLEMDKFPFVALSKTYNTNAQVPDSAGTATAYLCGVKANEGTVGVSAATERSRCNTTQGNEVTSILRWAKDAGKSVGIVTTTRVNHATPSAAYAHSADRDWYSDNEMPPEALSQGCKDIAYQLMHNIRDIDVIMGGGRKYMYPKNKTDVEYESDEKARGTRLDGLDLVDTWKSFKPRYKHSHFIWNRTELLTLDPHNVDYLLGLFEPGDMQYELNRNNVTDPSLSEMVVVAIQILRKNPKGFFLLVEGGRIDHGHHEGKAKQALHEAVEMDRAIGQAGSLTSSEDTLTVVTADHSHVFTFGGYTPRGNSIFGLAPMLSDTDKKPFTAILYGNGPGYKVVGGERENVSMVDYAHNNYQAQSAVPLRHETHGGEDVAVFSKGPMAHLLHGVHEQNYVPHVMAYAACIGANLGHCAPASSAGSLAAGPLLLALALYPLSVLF
L major viab: reduces viability of Leishmania major promastigotes; AID 1063; inhibition, % at 10 µM; resazurin fluorescence viability; 200,000 compounds, 9% hits; in the data active = inhibition above about 50%;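 also: promastigotes grown with compound for 44 hours at 28 °C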
TNAP inh no acc: TNAP (human) inhibition, acceptor-free conditions | inhibition, % at 20 µM | purified TNAP, CDP-star luminescence, 30 min | 200,000 compounds, 0.26% hits;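 active = tissue-nonspecific alkaline phosphatase inhibition above about 50% at 20 µM in the single-dose screen, limit read from the data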;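 also: 0% = DMSO negative control and 100% = EDTA positive control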
Redox H2O2 prof: compounds producing H2O2 with reducing agent – biochemical, NIH compound library profiling, artefact control for MLSCN library redox annotation, primary screen; DTT-dependent redox cycling H2O2, phenol red/HRP absorbance; 100% = 100 µM peroxide control, 0% = buffer; activation, % at 10 µM; 200,000 compounds, 0.03% hits; AID 878;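 active = activation of at least 50% relative to the plate's high and low controls in the primary single-dose screen; inactive = activation below 50%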;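 also: compound incubated with DTT at 0.8 mM final as the reducing agent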
PMI act: phosphomannose isomerase (human) activation; P34949; activation factor at 20 µM; 190,000 compounds, 0.005% hits; purified human PMI, coupled resazurin fluorescence, 20 min; active compounds read high; 1 = vehicle control, 0 substrate-free wells;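 active = activation factor of 2 or more at 20 µM, relative to plate controls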
Hsp70 activator: switches on Hsp70 transcription. HeLa Hsp70 promoter luciferase reporter, luminescence; scaled: vehicle 0, proteasome-inhibitor control 100%. activation, % at 10 µM. 200,000 compounds, 0.04% hits. AID 1203;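 active = activation above the mean across all tested compounds plus 3 SD, cutoff set per campaign, cut at about 5.5% in these data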;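 also: 100% = MG132 at 30 µM as the positive control and 0% = DMSO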
Active calls of the source: *. Compounds as they come, and some 12% of all compounds hit somewhere here.

Cc1ccccc1-n1c(C)nnc1SCC(=O)NNC(=O)c1ccccc1 was read as HMGR II inh -11, RAM inhibit 0.2, PMI act satM6P 1.1, S1P3 antag 5, TNAP inh hi DEA -3, L major viab -7, TNAP inh no acc -35, Redox H2O2 prof 0.3, PMI act 1 and Hsp70 activator -0.5.
Screening COc1ccc(CN2CCN(C(=O)C3CCC(CNS(=O)(=O)c4ccc(C)cc4)CC3)CC2)c(OC)c1OC (centres undefined) returned HMGR II inh -5, RAM inhibit -0.6, PMI act satM6P 1, S1P3 antag -3, TNAP inh hi DEA -6, L major viab 7, TNAP inh no acc -10, Redox H2O2 prof -2.4, PMI act 1.1 and Hsp70 activator -0.2.
`Cc1ccc2occ(C(c3nnnn3C3CCCC3)N3CCN(C(=O)c4ccco4)CC3)c(=O)c2c1` (centres undefined) gave HMGR II inh -12, RAM inhibit 2.3, PMI act satM6P 0.9, S1P3 antag -6, TNAP inh hi DEA -6, L major viab 49, TNAP inh no acc -12, Redox H2O2 prof 1.5, PMI act 0.9 and Hsp70 activator -0.1.
For CC1CN(C(=O)CN2C(=O)NC3(CCCCCCC3)C2=O)CC(C)O1 (centres undefined) the results were HMGR II inh -1, RAM inhibit 1.1, PMI act satM6P 1.1, S1P3 antag 13, TNAP inh hi DEA -6, L major viab -7, TNAP inh no acc -15, Redox H2O2 prof 1.4, PMI act 1 and Hsp70 activator 0.0.
For CCOc1ccccc1NC(=O)CSc1nnc(Cn2c(=O)sc3ccccc32)n1C the results were HMGR II inh -4, RAM inhibit 1.1, PMI act satM6P 1, S1P3 antag -7, TNAP inh hi DEA -3, L major viab -5, TNAP inh no acc -12, Redox H2O2 prof -0.3, PMI act 1 and Hsp70 activator -0.2.
Screening CC(C)Oc1ccc(N2CC(C(=O)Nc3ccc(N4CCOCC4)cc3)CC2=O)cc1 (centres undefined) returned HMGR II inh -3, RAM inhibit 3.2, PMI act satM6P 0.8, TNAP inh hi DEA -1, L major viab -3, TNAP inh no acc -13, Redox H2O2 prof 2.4, PMI act 0.9 and Hsp70 activator 0.8.
For CCOCC(=O)NCc1ccc2c(c1)OCO2 the results were HMGR II inh 1, RAM inhibit 0.6, PMI act satM6P 0.8, S1P3 antag -12, TNAP inh hi DEA 2, L major viab -3, TNAP inh no acc -3, Redox H2O2 prof -4.4, PMI act 0.8 and Hsp70 activator -0.2.
`O=C(c1ccc(COc2ccc(Cl)cc2)o1)N1CCN(Cc2ccc3c(c2)OCO3)CC1` gave HMGR II inh 1, RAM inhibit 0.0, PMI act satM6P 1, S1P3 antag 10, TNAP inh hi DEA -2, L major viab 48, TNAP inh no acc -5, Redox H2O2 prof 1.3, PMI act 0.9 and Hsp70 activator -0.5.
COC(=O)CON1C(=O)c2ccccc2C1=O was read as HMGR II inh 3, RAM inhibit 0.2, PMI act satM6P 1.1, TNAP inh hi DEA -1, L major viab -2, TNAP inh no acc -8, Redox H2O2 prof 0.0, PMI act 1 and Hsp70 activator 0.5.
`COc1ccc(C2Nc3ccccc3C(=O)N2O)cc1CN1CCOCC1` (centres undefined) gave HMGR II inh 0, RAM inhibit 1.5, PMI act satM6P 1.3, S1P3 antag -1, TNAP inh hi DEA -2, L major viab -4, TNAP inh no acc 6, Redox H2O2 prof 0.1, PMI act 1.3 and Hsp70 activator -0.4.
O=C(CN(C1CCCCC1)S(=O)(=O)c1ccc(F)cc1)Nc1ccc2c(c1)OCO2 was read as HMGR II inh 2, RAM inhibit 2.4, PMI act satM6P 1, TNAP inh hi DEA -3, L major viab 24, TNAP inh no acc -18, Redox H2O2 prof 1.0, PMI act 1 and Hsp70 activator -0.4.
Screening COC(=O)c1[nH]c2ccc(C)cc2c1NC(=O)CN1CCC(C)CC1 returned HMGR II inh 1, RAM inhibit 1.3, PMI act satM6P 0.8, S1P3 antag -2, TNAP inh hi DEA -2, L major viab -1, TNAP inh no acc -9, Redox H2O2 prof 0.6, PMI act 0.8 and Hsp70 activator -0.1.

Quoted at random: 2 entries already listed, in no set order.
Screening CC(C)Oc1ccc(N2CC(C(=O)Nc3ccc(N4CCOCC4)cc3)CC2=O)cc1 (centres undefined) returned HMGR II inh -3, RAM inhibit 3.2, PMI act satM6P 0.8, TNAP inh hi DEA -1, L major viab -3, TNAP inh no acc -13, Redox H2O2 prof 2.4, PMI act 0.9 and Hsp70 activator 0.8.
O=C(CN(C1CCCCC1)S(=O)(=O)c1ccc(F)cc1)Nc1ccc2c(c1)OCO2 was read as HMGR II inh 2, RAM inhibit 2.4, PMI act satM6P 1, TNAP inh hi DEA -3, L major viab 24, TNAP inh no acc -18, Redox H2O2 prof 1.0, PMI act 1 and Hsp70 activator -0.4.

More compounds.
CCC(Nc1nc(-c2ccccc2)nc2ccccc12)C(=O)O (centres undefined) was read as HMGR II inh -1, RAM inhibit -1.2, PMI act satM6P 0.9, TNAP inh hi DEA -3, L major viab 0, TNAP inh no acc -15, Redox H2O2 prof 0.2, PMI act 0.8 and Hsp70 activator -0.3.
COc1cc2ccccc2cc1C(=O)Nc1ccccc1N1CCN(S(C)(=O)=O)CC1 was read as HMGR II inh -9, RAM inhibit 4.0, PMI act satM6P 0.8, S1P3 antag 41, TNAP inh hi DEA -2, L major viab 28, TNAP inh no acc -4, Redox H2O2 prof 4.2, PMI act 0.7 and Hsp70 activator -0.6.
CCOC(=O)CSc1ccc2nnc(CCNS(=O)(=O)c3ccc(C)cc3)n2n1 was read as HMGR II inh 3, RAM inhibit 0.0, PMI act satM6P 1.1, S1P3 antag 9, TNAP inh hi DEA -6, L major viab 0, TNAP inh no acc -12, Redox H2O2 prof -1.3, PMI act 1.1 and Hsp70 activator 0.1.
Screening COc1ccc(NCN2C(=O)C3C4C=CC(C4)C3C2=O)cc1 (centres undefined) returned HMGR II inh -2, RAM inhibit 0.7, PMI act satM6P 0.6, S1P3 antag -6, TNAP inh hi DEA 0, L major viab 9, TNAP inh no acc -3, Redox H2O2 prof -0.2, PMI act 0.8 and Hsp70 activator -0.1.
O=c1c2ccccc2nnn1CSc1nc2sc3c(c2c(=O)n1CC1CCCO1)CCC3 (centres undefined) was read as HMGR II inh -9, RAM inhibit 3.6, PMI act satM6P 0.9, S1P3 antag 19, TNAP inh hi DEA -13, L major viab 37, TNAP inh no acc -13, Redox H2O2 prof 0.0, PMI act 0.9 and Hsp70 activator -0.1.
`CN1CCN(C(=O)c2ccc(C(F)(F)F)cc2)CC1` gave HMGR II inh 2, RAM inhibit 2.6, PMI act satM6P 1, S1P3 antag -28, TNAP inh hi DEA -6, L major viab -3, TNAP inh no acc -12, Redox H2O2 prof -1.4, PMI act 1 and Hsp70 activator -0.2.
Screening CSc1cccc(NC(=O)Nc2ccc(Cl)cc2)c1 returned HMGR II inh -3, RAM inhibit 2.7, PMI act satM6P 1.1, TNAP inh hi DEA -5, L major viab 0, TNAP inh no acc -1, Redox H2O2 prof -0.5, PMI act 1.1 and Hsp70 activator 0.0.
Screening Cn1cnc(S(=O)(=O)N2CCc3ccccc32)c1 returned HMGR II inh -1, RAM inhibit 1.7, PMI act satM6P 1, S1P3 antag -78, TNAP inh hi DEA -7, L major viab -3, TNAP inh no acc -17, Redox H2O2 prof -0.1, PMI act 1 and Hsp70 activator 0.0.
`CCOc1ccc(-c2nc(C#N)c(NCc3ccc4c(c3)OCO4)o2)cc1` gave HMGR II inh 1, RAM inhibit 11*, PMI act satM6P 0.9, S1P3 antag 4, TNAP inh hi DEA -2, L major viab -3, TNAP inh no acc -5, Redox H2O2 prof 0.3, PMI act 0.8 and Hsp70 activator 0.1.
`CCOc1ccc(-c2csc(Cn3c(CN4CCN(C)CC4)nc4ccccc4c3=O)n2)cc1` gave HMGR II inh -4, RAM inhibit -1.0, PMI act satM6P 1, S1P3 antag 10, TNAP inh hi DEA -4, L major viab 6, TNAP inh no acc -16, Redox H2O2 prof -0.2, PMI act 0.8 and Hsp70 activator -0.4.
Screening Cc1cc(=O)[nH]c2cc(Cl)ccc12 returned HMGR II inh -2, RAM inhibit -0.3, PMI act satM6P 1, S1P3 antag -12, TNAP inh hi DEA -7, L major viab -7, TNAP inh no acc -12, Redox H2O2 prof -2.3, PMI act 0.9 and Hsp70 activator -0.1.
`CCN(CC)C(=O)c1scc2c1OCCO2` gave HMGR II inh -2, RAM inhibit 1.3, PMI act satM6P 1, S1P3 antag 6, TNAP inh hi DEA -3, L major viab 0, TNAP inh no acc -7, Redox H2O2 prof -3.8, PMI act 0.9 and Hsp70 activator -0.1.
For COC(=O)CSC(=S)N1CCCC(C)C1 (centres undefined) the results were HMGR II inh 0, RAM inhibit 1.9, PMI act satM6P 1.1, S1P3 antag -9, TNAP inh hi DEA -3, L major viab -3, TNAP inh no acc -10, Redox H2O2 prof -0.8, PMI act 1 and Hsp70 activator 0.2.
COc1ccccc1NC(=O)CSc1nnnn1-c1ccc2c(c1)OCO2 was read as HMGR II inh -2, RAM inhibit 4.3, PMI act satM6P 0.9, S1P3 antag 15, TNAP inh hi DEA -2, L major viab 3, TNAP inh no acc -7, Redox H2O2 prof 2.2, PMI act 0.9 and Hsp70 activator 0.2.
Screening O=C(/C=C/c1cccs1)NC(=S)NNC(=O)Cc1cccs1 returned HMGR II inh -7, RAM inhibit 2.3, PMI act satM6P 1.2, TNAP inh hi DEA -5, L major viab 64*, TNAP inh no acc 1, Redox H2O2 prof -0.1, PMI act 1.2 and Hsp70 activator 0.1.
`O=c1c2ccccc2c(-c2ccccc2)nn1-c1cc(Cl)ccc1[N+](=O)[O-]` gave HMGR II inh -3, RAM inhibit 4.7, PMI act satM6P 1, TNAP inh hi DEA 2, L major viab 24, TNAP inh no acc -1, Redox H2O2 prof -1.8, PMI act 1 and Hsp70 activator -0.5.
Screening O=C(CSc1ncnc2ccccc12)c1ccc2c(c1)OCCO2 returned HMGR II inh 0, RAM inhibit 1.7, PMI act satM6P 1, S1P3 antag 1, TNAP inh hi DEA 2, L major viab 4, TNAP inh no acc -7, Redox H2O2 prof 0.7, PMI act 0.9 and Hsp70 activator 0.2.
O=c1[nH]c(N/N=C/c2ccccc2Br)nnc1-c1ccccc1 was read as HMGR II inh 1, RAM inhibit 5.5, PMI act satM6P 1, S1P3 antag -2, TNAP inh hi DEA 4, L major viab 10, TNAP inh no acc -3, Redox H2O2 prof 0.0, PMI act 1 and Hsp70 activator -0.3.
For CCc1ccc(C2=NN(C(=O)OC)C(O)(C(F)(F)F)C2)cc1 (centres undefined) the results were HMGR II inh 1, RAM inhibit 0.2, PMI act satM6P 1, TNAP inh hi DEA -4, L major viab -6, TNAP inh no acc 2, Redox H2O2 prof -5.3, PMI act 1.1 and Hsp70 activator -0.3.
`Cc1cc(O)c(C(C)C)cc1NC1=NS(=O)(=O)c2ccccc21` gave HMGR II inh -1, RAM inhibit 1.7, PMI act satM6P 1, S1P3 antag -6, TNAP inh hi DEA -4, L major viab 4, TNAP inh no acc -12, Redox H2O2 prof -0.7, PMI act 1 and Hsp70 activator 0.3.
